Screening data deposited in PubChem BioAssay by Broad Institute.
ARNT TACC3 PPI: ARNT/TACC3 interaction disruption; 390,000 tested, 0.66% active; AID 623870; Q9Y6A5; AlphaScreen His-ARNT PAS-B/GST-TACC3 binding, luminescence; TACC3 fragment carries E629A point mutation; inhibition, % at 9.99 µM;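 active = mean inhibition of replicates at least 50% and at least half of replicates each reaching 50%; inconclusive = half or more replicates reach 50% but mean below 50%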;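 note: 0% = complete ARNT plus TACC3 wells and 100% = ARNT alone without TACC3; many hits fall short of the cut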
DENV2 CPE rescue: DENV2-induced cell death inhibition; AID 651640; CPE inhibition, % at 9.99 µM; 350,000 tested, 1.7% active; DENV2-infected cells, cytopathic effect rescue, plate reader; in the data active = CPE inhibition above about 20%, passing the limit was not always enough; inconclusive = no clear call, values can overlap the other calls; tested in BHK-21 cells;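 note: 0% = median of neutral control wells and 100% = median of positive control wells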
Casp6 inh: inhibitors of human caspase-6; P55212; inhibition, % at 12.5 µM; purified caspase-6, Z-VEID-R110 cleavage fluorescence; 350,000 tested, 0.53% active; AID 686996;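 active = mean inhibition across replicates at least about 35%, with every replicate also reaching that limit, limit read from the data; inconclusive = only one of the two criteria met; inactive = neither criterion met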;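 note: 0% = median of neutral control wells and 100% = no fluorescence left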
Target sequence (P55212 24-179 limits assumed): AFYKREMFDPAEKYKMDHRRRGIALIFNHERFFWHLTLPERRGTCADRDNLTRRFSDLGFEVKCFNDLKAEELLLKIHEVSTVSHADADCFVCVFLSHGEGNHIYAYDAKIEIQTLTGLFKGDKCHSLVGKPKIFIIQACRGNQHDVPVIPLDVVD
Target sequence (P55212 194-293 limits assumed): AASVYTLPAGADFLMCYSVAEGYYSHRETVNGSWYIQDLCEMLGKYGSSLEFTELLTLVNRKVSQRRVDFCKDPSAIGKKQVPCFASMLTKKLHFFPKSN
PAX8 reporter: lowers PAX8-driven luciferase in RMG-I cells; inhibition, % at 12.6 µM; RMG-I TPO-luciferase reporter, SteadyGlo, 24 h; 360,000 tested, 1.2% active;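 active = mean replicate inhibition at least 60% with every replicate also reaching 60%; inconclusive = only one of the two criteria is met; inactive = mean below 60% and not all replicates reaching 60%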;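 note: luciferase light reporting Pax8 driven TPO promoter activity; plate controls were median of neutral control wells for no effect and mitoxantrone controls for full effect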
SIRT5 inh: sirtuin-5 (human) deacylase inhibition; Purified SirT5, succinyl-peptide AMC, trypsin-coupled fluorescence; inhibition, % at 15 µM; 330,000 tested, 1.1% active; AID 652115; in the data active = inhibition above about 15%; inconclusive = no clear call, values can overlap the other calls
Target sequence (Q9NXA8 whole entry, looked up): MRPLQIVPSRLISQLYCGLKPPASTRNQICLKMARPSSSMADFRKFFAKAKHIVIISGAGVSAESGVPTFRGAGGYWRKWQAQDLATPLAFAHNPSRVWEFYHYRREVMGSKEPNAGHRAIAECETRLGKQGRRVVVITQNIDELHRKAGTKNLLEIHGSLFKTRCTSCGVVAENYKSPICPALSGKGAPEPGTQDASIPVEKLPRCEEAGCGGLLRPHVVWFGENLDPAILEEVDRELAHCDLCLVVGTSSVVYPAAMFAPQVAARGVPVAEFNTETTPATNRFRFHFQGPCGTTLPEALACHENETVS
EWS-Fli block: blocks EWS/Fli oncoprotein-driven transcription; AID 651661; A673 NR0B1-luciferase reporter, viability-normalised; 350,000 tested, 0.67% active; inhibition, % at 12.6 µM;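 active = mean inhibition of at least 50% after viability correction, with every replicate also passing that limit; inconclusive = mean reaches 50% but only one of two replicates passes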;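 note: firefly luciferase signal divided by Alamar Blue viability fluorescence both relative to DMSO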
LGR2 antag: Drosophila LGR2 receptor signaling inhibition; HEK293 LGR2, CRE-luciferase, bursicon-stimulated, 4 h; inhibition, % at 9.99 µM; 380,000 tested, 0.35% active;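 active = drop in luminescence signal, shown as inhibition above about 50% in the replicate tests, limit read from the data, passing the limit was not always enough; inconclusive = probably only some replicates passing the limit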;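 note: agonist challenge used bursicon conditioned medium at about half maximal strength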
Numbers without * were called inactive; ? = inconclusive; / = not tested or not shown; & = joins results of further samples.

SMILES	ARNT TACC3 PPI	DENV2 CPE rescue	Casp6 inh	PAX8 reporter	SIRT5 inh	EWS-Fli block	LGR2 antag
Cc1noc(C)c1NC(=O)Nc1ccc2c(c1)C(=O)N([C@@H](C)CO)C[C@@H](C)[C@@H](CN(C)C(=O)Nc1ccccc1)OCCCC[C@@H](C)O2	-5	22*	3	-12	0	-16	-17
CCOC(=O)[C@]12CCCC=C1N(Cc1ccco1)C(=O)[C@H](CC(=O)NCc1ccccc1)C2	/	14	-1	-6	3	1	-22
O=S(=O)(NCC1(N2CCOCC2)CCCCC1)c1ccc(F)c(F)c1F	-4	11	-1	-11	-1	-1	-2
CN(C)S(=O)(=O)c1ccc(C(=O)Nc2nnc(SCc3ccccc3)s2)cc1	4	4	-2	-2	-1	-6	4
COc1cc(CNc2ncn[nH]2)ccc1OCc1ccccc1C	1	1	1	-25	-2	-38	-72
CCN1CCN(C(C(=O)NC2CCCC2)c2cc3c(cc2[N+](=O)[O-])OCO3)CC1 (stereo not given)	-2	4	-2	6	2	-4	-9
O=C1CCC(C(=O)OCC(=O)Nc2ccc(SC(F)F)cc2)=NN1	/	29*	1	-13	0	-3	-9
CC(=O)Nc1ccc2nc(NC(=O)C(Cl)(Cl)Cl)sc2c1	1	0	3	-30	-4	-12	9
Cc1cc(C)nc(NS(=O)(=O)c2ccc(NC(=S)NC(=O)c3cccnc3)cc2)n1	0	19	0	27	2	-4	8
COc1ccc(-c2ccc(N)cn2)cn1	-1	16	0	-57	-2	-39	-14
O=C(COC(=O)c1ccccc1C(=O)c1ccccc1)Nc1cccc([N+](=O)[O-])c1	-2	0	1	11	-3	-5	-21
Cc1onc(-c2ccccc2Cl)c1C(=O)c1ccccc1	-30	3	9	1	0	5	-2
COc1ccc(CN2CCSCC2)c(OC)c1C	-4	1	-3	26	-1	-12	9
CC(=O)N(C)C[C@@H]1Oc2ncc(-c3ccc(F)cc3)cc2C(=O)N([C@H](C)CO)C[C@H]1C	3	59*	-1	/	-6	2	7
COc1ccccc1CN1CCC(n2nccc2NC(=O)CCCc2ccccc2)CC1	-6	1	-5	1	-2	/	-2

Some of the entries so far, field by field:
> Cc1cc(C)nc(NS(=O)(=O)c2ccc(NC(=S)NC(=O)c3cccnc3)cc2)n1
  ARNT TACC3 PPI: 0
  DENV2 CPE rescue: 19
  Casp6 inh: 0
  PAX8 reporter: 27
  SIRT5 inh: 2
  EWS-Fli block: -4
  LGR2 antag: 8

> CC(=O)Nc1ccc2nc(NC(=O)C(Cl)(Cl)Cl)sc2c1
  ARNT TACC3 PPI: 1
  DENV2 CPE rescue: 0
  Casp6 inh: 3
  PAX8 reporter: -30
  SIRT5 inh: -4
  EWS-Fli block: -12
  LGR2 antag: 9

> COc1ccc(CN2CCSCC2)c(OC)c1C
  ARNT TACC3 PPI: -4
  DENV2 CPE rescue: 1
  Casp6 inh: -3
  PAX8 reporter: 26
  SIRT5 inh: -1
  EWS-Fli block: -12
  LGR2 antag: 9

(list continues)
SMILES	ARNT TACC3 PPI	DENV2 CPE rescue	Casp6 inh	PAX8 reporter	SIRT5 inh	EWS-Fli block	LGR2 antag
O=[N+]([O-])c1cccc(CN2C[C@@]34C=C[C@@H](C[C@@H]3S2(=O)=O)O4)c1	-2	0	-2	-1	-1	-8	18
O=C(Nc1ccc(-n2cc(Cl)cn2)cc1)c1ccncc1	-4	0	-2	11	7	-23	-5
Nc1nc(Nc2ccc(Cl)cc2)c(NC=O)c(=O)[nH]1	/	3	10	-12	-5	-1	9
Cc1ccc(C(=O)NN2C(=O)C3C4C=CC([C@@H]3C2=O)C42CC2)cc1 (stereo not given in full)	-4	-5	1	17	-11	-68	-14
COc1ccc(NC(=O)N[C@H]2C=C[C@@H](CC(=O)NCc3ccccn3)O[C@H]2CO)cc1	-4	-1	3	-13	-2	-5	-5
O=C(COC(=O)c1ccc([N+](=O)[O-])s1)Nc1ccc(F)cc1	27	7	98*	1	0	-9	-19
CC(/C=N/NC(=O)c1nnn(-c2nonc2N)c1CN(C)C)=C\c1ccco1	1	-4	6	15	-4	8	23
CN1c2ccc(-c3cccc(F)c3)cc2[C@H]2[C@H](CCN2C(=O)CC2CC2)[C@@H]1CO	-11	?	1	8	-3	11	-14
Cc1ccc(S(=O)(=O)N2CCN(C(=O)c3ccc4c(c3)OCO4)CC2)cc1	-4	3	1	1	-2	/	-12
CN1[C@H](C(=O)Nc2ccccc2)[C@@H](CO)[C@@H]2Cn3c(ccc(-c4ccccc4)c3=O)[C@@H]21	13	3	3	/	1	0	0
O=C(c1ccc([N+](=O)[O-])o1)N1CCN(c2nc3c(F)cc(F)cc3s2)CC1	-1	-5	1	-18	2	3	12
C/C=C/c1cnc2c(c1)C(=O)N([C@H](C)CO)C[C@@H](C)[C@@H](CN(C)C(=O)NC1CCCC1)O2	-1&-7	-2&-3&-4	-2&-5&0	2	-8&13&-2	-1&-8&-16	-6&8
Cc1nc(NCCCN2CCOCC2)c2cnn(-c3ccccc3)c2n1	-36	1	-12	-45	0	-53	-27
Cc1cccc(-c2ccc3c(c2)C2CC3CCN2C)c1 (stereo not given)	3	-9	0	-5	4	8	3
CCCn1nc(C(=O)Nc2cc(OCC)c(N3CCOCC3)cc2OCC)c2ccccc2c1=O	7	4	1	2	-4	4	7
CN(C)Cc1ccccc1Sc1ccc(O)cc1O	-2	/	/	-8	/	/	-3
COc1ccc(S(=O)(=O)Nc2ccc3c(c2)C(=O)N([C@H](C)CO)C[C@@H](C)[C@@H](CN(C)CC2CCCCC2)OCCCC[C@@H](C)O3)cc1	-5	-12	/	36	/	43	-1
Nc1cc(S(=O)(=O)N2CCOCC2)ccc1Oc1ccc(F)cc1	-8	2	-1	13	-6	13	11
O=C(Cn1nnc2ccccc2c1=O)Nc1ccc(S(=O)(=O)N2CCOCC2)cc1	1	0	0	1	3	10	4
Cc1noc(C)c1NC(=O)N(C)C[C@H]1Oc2ccc(NC(=O)c3ccncc3)cc2C(=O)N([C@H](C)CO)C[C@H]1C	-6	11	0	/	-1	-7	5
Cn1c(=O)c2cc(NC(=O)NCc3ccc(F)cc3)ccc2n1Cc1cccc(C(F)(F)F)c1	/	1	3	0	/	-22	46
O=[N+]([O-])c1ccc2nc(SCc3cn4cccnc4n3)[nH]c2c1	-2	-7	-3	11	1	-39	7
O=C(c1ccncc1)N1CCCCN2[C@@H](CO)[C@@H](c3ccc(-c4ccccc4)cc3)[C@@H]2C1	2	15	-2	9	0	-8	-14
CCN1CCN(C(=S)Nc2ccc3nc4n(c(=O)c3c2)CCCCC4)CC1	-9	-3	0	14	-1	-13	-13
COC(=O)[C@@]1(Sc2ccc(C)cc2)CC(=O)N[C@@H]1c1ccccc1	/	-7	1	1	-2	-7	5
CC(C)NC(=O)N(C)C[C@@H]1Oc2ccc(NC(=O)CCC(F)(F)F)cc2C(=O)N([C@H](C)CO)C[C@H]1C	0	16	0	-18	-3	4	5
O=C(Cn1cnc2ccccc2c1=O)NCCC(=O)Nc1ccccc1C(F)(F)F	-8	-8	-2	-6	-4	-6	-1
Cc1noc(C)c1NC(=O)N(C)C[C@@H]1Oc2ccc(NS(=O)(=O)c3ccc(Cl)cc3)cc2C(=O)N([C@@H](C)CO)C[C@H]1C	6	-4	5	-2	3	-4	6
C[C@H](CO)N1C[C@H](C)[C@H](CN(C)C(=O)CCCN(C)C)OCCCC[C@H](C)Oc2ccc(NC(=O)c3ccccc3)cc2C1=O	-5	-15	1	-10	-3	-5	10
Cc1cccc(NC(=O)CSc2nc3sc(C)cc3c(=O)n2C)c1	11	-5	4	-14	1	-12	-1
CC1C=NC(S(=O)(=O)N2CC[C@@H]3[C@H]2c2cc(-c4ccccc4F)ccc2N(C)[C@H]3CO)=N1 (stereo not given in full)	0	?	2	-4	-1	-6	7
Cc1ccc2c(CC(=O)N3CCN(S(=O)(=O)c4ccccc4)CC3)coc2c1	-1	-7	6	23	-5	-6	-6
CCc1nn2c(N)c(/C=C3\C=Nc4ccccc43)c(=O)nc2s1	/	0	0	-39&4	1	-7	-3&-20
NC(=O)C1CCN(C(=O)c2cc(S(=O)(=O)N3CCN(c4ccccc4)CC3)ccc2Cl)CC1	7	10	1	-1	0	3	15
COc1cc(SC)ccc1C(=O)Nc1nc(C)cc(C)n1	-1	-2	-1	-21	0	-8	4
O=C(NNC1CC(=O)N(c2ccccc2)C1=O)c1ccco1 (stereo not given)	2	17	2	2	-2	3	-12
CO[C@@H](CN(C)S(=O)(=O)c1cn(C)cn1)[C@H](C)CN(C(=O)Nc1ccc(F)cc1)[C@H](C)CO	13	5	-1	/	0	-9	4
Cc1noc(C)c1S(=O)(=O)N(C)C[C@@H]1Oc2ccc(NC(=O)Nc3ccc(C(F)(F)F)cc3)cc2CC(=O)N([C@@H](C)CO)C[C@@H]1C	4	4	/	32	/	-2	8
COC(=O)[C@@H]1[C@@H](CO)[C@@H]2Cn3c(ccc(-c4cccc(C(=O)N(C)C)c4)c3=O)[C@@H]2N1C	-8	3	2	-4	2	-2	-13
Cc1nc(Sc2cccn2C)c(C(F)(F)F)c(=O)[nH]1	-3	/	2	-4	-8	/	-11
COc1cccc(NC(=O)CCC2CCN(C(=O)c3c(C)noc3C)CC2)c1	-1	-4	1	-1	-3	-5	-14
Clc1ccc(N2CCN(/N=C/c3cccnc3)CC2)cc1	5	1	1	5	-10	-15	-14
CC(C)CC#Cc1ccc([C@H]2[C@H](CO)N3C(=O)CN(C(=O)Cc4ccccc4)C[C@@H]23)cc1	/	-5	3	/	-1	-2	7
CCc1ccc(-c2nn(Cc3ccccc3)cc2C(=O)NCC2CCCO2)cc1 (stereo not given)	/	13	1	4	0	-9	10
COc1ccc(CC(=O)O/N=C(\N)c2ccccn2)cc1OC	5	-3	1	/	-4	-25	-7
Cc1ccc(-c2nc3ccc(Br)cn3c2Cc2cccc(F)c2)cc1	/	-6	-3	-183	/	-97	-71
NC(=O)c1nc(-c2ccco2)nc2c1[nH]c(=O)n2-c1ccc(Cl)c(Cl)c1	-4	-2	1	-8	-2	-6	25
C[C@H]1CN([C@@H](C)CO)S(=O)(=O)c2ccc(C#CC(C)(C)O)cc2O[C@@H]1CN(C)Cc1ccccc1	-1	20	0	/	3	16	6
C[C@@H]1CCCCO[C@@H](CN(C)CC2CC2)[C@H](C)CN([C@H](C)CO)C(=O)c2cc(NC(=O)Cc3ccccc3)ccc2O1	/	3	-1	-19	-2	24	14
COc1ccc(C)cc1NC(=O)c1cc(S(=O)(=O)N2CCCCC2)ccc1N1CCOCC1	25	-3	4	14	-2	8	-16
Cc1cccc(C)c1NC(=O)CN(c1c(C)cccc1C)S(C)(=O)=O	/	0	-6	23	/	-5	-11
CCCNC(=O)N1C[C@@H](C)[C@@H](OC)CN(C)C(=O)c2ccc(NC(=O)CCC)cc2OC[C@@H]1C	-14	10	0	-8	0	-7	5
Cc1ccc(SCCC(=O)OC(C)C(=O)Nc2ccccc2)cc1 (stereo not given)	22	-3	-1	-5	-2	-4	1
Cc1cc(C)n2nc(SCC(=O)NC(=O)c3ccccc3Cl)nc2n1	7	4	27	20	-7	0	-4
C[C@H]1CN([C@@H](C)CO)C(=O)c2cc(-c3ccccc3)cnc2O[C@H]1CN(C)C(=O)C1CCOCC1	-13	-4	3	/	-7	-3	-6
CCOc1cc(C(=O)N/N=C\c2cn(CC)nc2C)cc(OCC)c1OCC	5	/	/	11	/	/	10
N/C(=N\OC(=O)CC1CCCCC1)c1ccc(Cl)cc1	-2	17	-3	-25	-4	/	-57
CC(=O)N1CCN(c2ccc(NC(=O)c3ccc([N+](=O)[O-])cc3)cc2)CC1	-5	-1	1	2	-1	3	-4
COc1cc(C(=O)Nc2nnc(C3CC3)s2)ccc1OCc1c(C)noc1C	-2	0	0	-6	-18	-2	-17
Cc1ccccc1OCC(=O)N(CC(C)C)c1c(N)n(CC(C)C)c(=O)[nH]c1=O	0	9	2	-1	10	10	5
